Screens as filed in PubChem.
HCV inhibitor = qHTS Assay for Inhibitors of Hepatitis C Virus (HCV); Huh7.5.1 HCVcc-Cre infection, luciferase reporter, 44 h; Potency, µM (titrated, usually from 41.8 µM), without a hit: at the highest dose activity change, negative = inhibition, most hits filed as inhibitors; 340,000 tested, 3.4% active; note: potency is the fitted concentration of half-maximal effect; % is set by controls: 0 for no effect and ±100 for the full control effect
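Cells seeded at 1,000/well and cultured 4 h, then compounds added followed by HCVcc-Cre virus (~0.5 moi). After 44 h further culture, luciferase substrate was added, plates held 15 min at room temperature, and luminescence read for 15 sec.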
Pf growth 48h = Primary qHTS for delayed death inhibitors of the malarial parasite plastid, 48 hour incubation; Potency, µM (highest dose often 28.7 µM), without a hit: at the top dose activity change, negative = inhibition, actives largely listed as inhibitors; P. falciparum luciferase growth in erythrocytes, 48 h; 310,000 tested, 5.9% active; note: potency is the fitted concentration of half-maximal effect; % is set by controls: 0 for no effect and ±100 for the full control effect
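Cell-based growth assay: transgenic P. falciparum expressing firefly luciferase, cultured in red cells within RPMI 1640 containing 0.5% w/v Albumax, 24 mM bicarbonate and gentamycin. A drop in luciferase activity indicates inhibition.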
Tb PYK inh = qHTS of Trypanosoma Brucei Inhibitors | pyruvate kinase (Trypanosoma brucei), Q57TT1 | TbPYK enzyme, Kinase-Glo Plus ATP luminescence, 45 min | Potency, µM (doses to about 76.8 µM), without a hit: at the top dose activity, negative = inhibition, actives largely listed as inhibitors | 410,000 tested, 0.12% active | AID 624173, 2012; note: potency is the fitted concentration of half-maximal effect; % is set by controls: 0 for no effect and ±100 for the full control effect; nearly all actives have a fitted effect of over 50% in size
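T. brucei PYK with substrate was exposed to pin-transferred compounds across a concentration series, then started with 130 uM ADP (final). After 45 min at room temperature, Kinase-Glo Plus luminescence was read, normalized and curve-fitted.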
CHX counter = Cycloheximide Counterscreen for Small Molecule Inhibitors of Shiga Toxin; cell reporter, cycloheximide protein synthesis inhibition counterscreen; 300,000 tested, 12% active; max response, %; in the data active = max response mostly above about 13%, no sharp cut-off; inactive = mostly below about 14%; note: read at 38.3 µM for the half of the compounds with a filed dose; 0% is about no effect
Pf growth 96h = Primary qHTS for delayed death inhibitors of the malarial parasite plastid, 96 hour incubation; Potency, µM (top dose mostly 28.7 µM), for inactives: at the highest dose activity change, negative = inhibition, hits mostly inhibitors; 320,000 tested, 6.9% active; P. falciparum luciferase reporter growth, 96 h; note: potency is the fitted concentration of half-maximal effect; % is set by controls: 0 for no effect and ±100 for the full control effect
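Luminescence readout: decreased luciferase signal marks inhibited growth of reporter-expressing P. falciparum in infected red cells (2% hematocrit, 0.05% parasitemia final), exposed to compound two generations (96 h, 37 C, 5% CO2).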
LmPK inh = qHTS Assay for Inhibitors of Leishmania Mexicana Pyruvate Kinase (LmPK); purified LmPK, Kinase-Glo ATP luminescence, 1 h; Potency, µM (highest dose often 57.5 µM), inactives show at the highest dose activity change, negative = inhibition, hits mostly inhibitors; Q27686; 290,000 tested, 0.37% active; AID 1721, 2009; note: potency is the fitted concentration of half-maximal effect; % is set by controls: 0 for no effect and ±100 for the full control effect
Target sequence (Q27686 whole entry, looked up): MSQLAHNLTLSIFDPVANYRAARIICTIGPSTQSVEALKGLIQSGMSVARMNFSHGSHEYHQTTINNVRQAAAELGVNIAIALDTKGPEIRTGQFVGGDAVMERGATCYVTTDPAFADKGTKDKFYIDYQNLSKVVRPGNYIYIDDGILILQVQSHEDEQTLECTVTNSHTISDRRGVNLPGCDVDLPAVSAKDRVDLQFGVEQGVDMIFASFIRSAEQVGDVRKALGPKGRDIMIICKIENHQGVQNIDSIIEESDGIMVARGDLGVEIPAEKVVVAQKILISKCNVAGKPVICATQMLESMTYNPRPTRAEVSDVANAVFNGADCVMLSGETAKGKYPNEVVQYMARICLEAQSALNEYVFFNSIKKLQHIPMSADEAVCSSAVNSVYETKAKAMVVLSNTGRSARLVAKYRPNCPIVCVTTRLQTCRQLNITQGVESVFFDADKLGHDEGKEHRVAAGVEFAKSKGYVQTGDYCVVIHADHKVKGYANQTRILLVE
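In 50 mM imidazole pH 7.2 with 7 mM MgCl2, LmPK (0.1 nM) turned over PEP (0.5 mM) and ADP (0.1 mM) for 1 h at room temperature. Luciferase read-out of ATP.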
Shiga inhibitor = A qHTS for Small Molecule Inhibitors of Shiga Toxin | Vero cells, Shiga toxin protein synthesis inhibition reporter | inhibition, % at 38.7 µM | 290,000 tested, 9.2% active | AID 2315, 2010; in the data active = inhibition mostly above about 28%, no sharp cut-off; inactive = mostly below about 43%; note: 0% is about no effect
* = called active by the depositor; ! = not active in a repeat; [ ] = dose if it differs, or a comment. Unless noted, calls come from the whole dose curve; as a rule, active = well fitted curve in the direction sought with a large enough effect; inconclusive = small, poorly fitted or top-dose-only effect, or another doubt; inactive = no such curve, though single readings can be large; an effect the other way counts as inactive or inconclusive.

Results for O=c1[nH]c(Cc2ccc(Cl)cc2)nc2ccccc12 ?
HCV inhibitor: 10%; Pf growth 48h: 7%; Tb PYK inh: -1%; CHX counter: -3; Pf growth 96h: 11%; LmPK inh: 0%; Shiga inhibitor: 2

How did CC(Sc1ccccn1)C(=O)Nc1ccc2c(c1)OCCO2 (configuration not stated) do in these assays?
HCV inhibitor: 20%; Pf growth 48h: 164%[activator]; Tb PYK inh: -7%; Pf growth 96h: 105%[activator]

How did O=C(COC(=O)c1c2c(nc3ccccc13)CCN(Cc1ccccc1)C2)Nc1c(F)cccc1F do in these assays?
HCV inhibitor: inconclusive; Pf growth 48h: 0%; Tb PYK inh: -6%; CHX counter: 0; Pf growth 96h: 10µM*; LmPK inh: 3%; Shiga inhibitor: 17

What do the screens show for `C[n+]1ccc(/C=C/c2c[nH]c3ccccc23)cc1`?
HCV inhibitor: inconclusive; Pf growth 48h: 0.74µM*; Tb PYK inh: -3%; CHX counter: 1; Pf growth 96h: inconclusive; LmPK inh: 6%; Shiga inhibitor: -3

Results for CC(C)c1nc(CNC(=O)C2CCC(=O)N(CCc3cccc(F)c3)C2)cs1 (configuration not stated) ?
HCV inhibitor: 4%; Pf growth 48h: 7%; Tb PYK inh: -9%; CHX counter: -3; Pf growth 96h: 9%; LmPK inh: -4%; Shiga inhibitor: -9

Results for O=C(Cc1ccccc1[N+](=O)[O-])NCc1ccncc1 ?
HCV inhibitor: 8%; Pf growth 48h: 14%; Tb PYK inh: -5%; CHX counter: 11; Pf growth 96h: 13%; LmPK inh: -7%; Shiga inhibitor: -13

Results for CCC(C)NC(=O)CNC(=S)N(Cc1ccccc1)Cc1cccnc1 (configuration not stated) ?
HCV inhibitor: 10%; Pf growth 48h: -4%; Tb PYK inh: 5%; CHX counter: -4; Pf growth 96h: 0%; LmPK inh: -1%; Shiga inhibitor: -9

How did O=C(Cn1nc(C(=O)O)c2ccccc2c1=O)Nc1cccc(Br)c1 do in these assays?
HCV inhibitor: 10%; Pf growth 48h: 5%; Tb PYK inh: -1%; CHX counter: -1; Pf growth 96h: 31%[activator]; LmPK inh: 5%; Shiga inhibitor: 23

Results for O=C(CSc1nc(-c2ccccc2)c(-c2ccccc2)o1)NC1CCS(=O)(=O)C1 (configuration not stated) ?
HCV inhibitor: -25%; Pf growth 48h: inconclusive; Tb PYK inh: 2%; CHX counter: -3; Pf growth 96h: -26%; LmPK inh: -1%; Shiga inhibitor: -9

Results for OCCN(Cc1ccccc1)C(=S)Nc1ccc(Cl)cc1Cl ?
HCV inhibitor: -27%; Pf growth 48h: 68%[activator]; Tb PYK inh: -6%; CHX counter: 14; Pf growth 96h: 37%; LmPK inh: 5%; Shiga inhibitor: 20

How did COc1cccc(CNC(=O)c2ccc(C(=O)NCc3cccc(OC)c3)cc2)c1 do in these assays?
HCV inhibitor: -8%; Pf growth 48h: 8%; Tb PYK inh: 9%; CHX counter: -2; Pf growth 96h: 2%; LmPK inh: -9%; Shiga inhibitor: -30

How did CCCCC(=O)Nc1sc(C(=O)N(CC)CC)c(C)c1C(=O)OC do in these assays?
HCV inhibitor: 9%; Pf growth 48h: inconclusive; Tb PYK inh: -21%; CHX counter: -4; Pf growth 96h: inconclusive; LmPK inh: -1%; Shiga inhibitor: -1

How did CC1CCCN(S(=O)(=O)c2ccc(NC(=O)CNC3CCCC3)cc2)C1 (configuration not stated) do in these assays?
HCV inhibitor: -11%; Pf growth 48h: -12%; Tb PYK inh: -4%; CHX counter: -6; Pf growth 96h: 38%[activator]; LmPK inh: 1%; Shiga inhibitor: -11

What do the screens show for `COc1cccc(NC(=O)c2cc(C(=O)Nc3cccc(OC)c3)n(C)n2)c1`?
HCV inhibitor: inconclusive; Pf growth 48h: inconclusive; Tb PYK inh: -8%; CHX counter: 0; Pf growth 96h: inconclusive; LmPK inh: 8%; Shiga inhibitor: -5

What do the screens show for `COCCn1c(SCc2nc3ccccc3c(=O)[nH]2)nc2ccccc2c1=O`?
HCV inhibitor: -7%; Pf growth 48h: 1%; Tb PYK inh: 0%; CHX counter: 9; Pf growth 96h: 58%[activator]; LmPK inh: -1%; Shiga inhibitor: -12

What do the screens show for `COc1ccc(-c2csc(-c3ccccc3)n2)c(OC)c1`?
HCV inhibitor: -25%; Pf growth 48h: 362%[activator]; Tb PYK inh: -2%; CHX counter: 53*; Pf growth 96h: 376%[activator]; LmPK inh: 2%; Shiga inhibitor: 115*

Results for Cc1ccc(-c2c(C)sc3nc[nH]c(=O)c23)cc1C ?
HCV inhibitor: inconclusive; Pf growth 48h: -2%; Tb PYK inh: -7%; CHX counter: -2; Pf growth 96h: inconclusive; LmPK inh: 2%; Shiga inhibitor: -14

Results for Cc1ccc(S(=O)(=O)Nc2ccc(-c3cn4ccc(C)cc4n3)cc2)cc1 ?
HCV inhibitor: inconclusive; Pf growth 48h: 1.7µM*; Tb PYK inh: 1%; CHX counter: 8; Pf growth 96h: -19%; LmPK inh: 2%; Shiga inhibitor: 19

What do the screens show for `O=S(=O)(Cc1ccccc1Cl)N1CCCCC1`?
HCV inhibitor: inconclusive; Pf growth 48h: 5%; Tb PYK inh: 11%; CHX counter: 9; Pf growth 96h: -2%; LmPK inh: 1%; Shiga inhibitor: 28

Results for Cc1ccc(-c2csc(NC(=O)Cn3cnc4c3c(=O)n(C)c(=O)n4C)n2)cc1C ?
HCV inhibitor: inconclusive; Pf growth 48h: 39%[activator]; Tb PYK inh: -2%; CHX counter: 5; LmPK inh: 1%; Shiga inhibitor: 29

An excerpt taken from the entries so far, as a working copy:
Results for O=C(Cc1ccccc1[N+](=O)[O-])NCc1ccncc1 ?
HCV inhibitor: 8%; Pf growth 48h: 14%; Tb PYK inh: -5%; CHX counter: 11; Pf growth 96h: 13%; LmPK inh: -7%; Shiga inhibitor: -13

Results for CCC(C)NC(=O)CNC(=S)N(Cc1ccccc1)Cc1cccnc1 (configuration not stated) ?
HCV inhibitor: 10%; Pf growth 48h: -4%; Tb PYK inh: 5%; CHX counter: -4; Pf growth 96h: 0%; LmPK inh: -1%; Shiga inhibitor: -9

Returning to the listing; the 2 compounds before the break are reprinted first.
What do the screens show for `O=S(=O)(Cc1ccccc1Cl)N1CCCCC1`?
HCV inhibitor: inconclusive; Pf growth 48h: 5%; Tb PYK inh: 11%; CHX counter: 9; Pf growth 96h: -2%; LmPK inh: 1%; Shiga inhibitor: 28

Results for Cc1ccc(-c2csc(NC(=O)Cn3cnc4c3c(=O)n(C)c(=O)n4C)n2)cc1C ?
HCV inhibitor: inconclusive; Pf growth 48h: 39%[activator]; Tb PYK inh: -2%; CHX counter: 5; LmPK inh: 1%; Shiga inhibitor: 29

How did Cc1nnsc1C(=O)N/N=C/c1ccc(OC(F)(F)F)cc1 do in these assays?
HCV inhibitor: 6%; Pf growth 48h: inconclusive; Tb PYK inh: 0%; CHX counter: 23*; Pf growth 96h: 11%; LmPK inh: -3%; Shiga inhibitor: 64*

Results for COc1ccc(C2CC(=O)C(C=NCCN3CCNCC3)=C(O)C2)cc1OC (configuration not stated) ?
Pf growth 48h: -1%; CHX counter: -6; Pf growth 96h: 13µM*; LmPK inh: -1%; Shiga inhibitor: 24

How did CCCP(=O)(CC(=O)N(CC)CC)c1ccccc1 (configuration not stated) do in these assays?
HCV inhibitor: 16%; Pf growth 48h: 1%; Tb PYK inh: 5%; CHX counter: 8; Pf growth 96h: inconclusive; LmPK inh: 0%; Shiga inhibitor: -11

What do the screens show for `COc1ccccc1N(CC(=O)NCC1CCCO1)C(=O)CNS(=O)(=O)c1ccccc1` (configuration not stated)?
HCV inhibitor: 3%; Pf growth 48h: inconclusive; Tb PYK inh: 5%; CHX counter: -2; Pf growth 96h: 24%; LmPK inh: -4%; Shiga inhibitor: 14

Results for O=C(Nc1ccccc1)c1ccc(Br)o1 ?
HCV inhibitor: -12%; Pf growth 48h: 101%[activator]; Tb PYK inh: -6%; CHX counter: 44*; Pf growth 96h: 72%[activator]; LmPK inh: -23%; Shiga inhibitor: active!

How did Cc1ccc(CN2CCSc3ccc(C(=O)NCC4CCCO4)cc32)cc1 (configuration not stated) do in these assays?
HCV inhibitor: inconclusive; Pf growth 48h: inconclusive; Tb PYK inh: 4%; CHX counter: -2; Pf growth 96h: inconclusive; LmPK inh: 4%; Shiga inhibitor: -1

Results for O=C1c2cccnc2C(Nc2ccc(Br)cc2Br)N1Cc1cccs1 (configuration not stated) ?
Pf growth 48h: inconclusive; CHX counter: 3; Pf growth 96h: 6.6µM*; LmPK inh: 2%; Shiga inhibitor: -7

How did COc1ccc(CNc2nc3nc(C)cc(C)n3n2)cc1 do in these assays?
HCV inhibitor: 0%; Pf growth 48h: 44%[activator]; Tb PYK inh: 15%; CHX counter: 10; Pf growth 96h: 40%[activator]; LmPK inh: 3%; Shiga inhibitor: 34*

Results for N#CC1=C(C2CC2)CC(c2ccccc2)C(C#N)=C1N (configuration not stated) ?
HCV inhibitor: inconclusive; Pf growth 48h: 2%; Tb PYK inh: -5%; CHX counter: -4; Pf growth 96h: 24%; LmPK inh: 2%; Shiga inhibitor: -20

Results for Nc1ccc(S(=O)(=O)Nc2nc3ccccc3o2)cc1 ?
HCV inhibitor: 9%; Pf growth 48h: 0%; Tb PYK inh: 3%; CHX counter: 1; Pf growth 96h: 7%; LmPK inh: 0%

Results for CCc1ccc(-c2nc(CN3CCC(C(=O)N4CCN(c5ccccc5)CC4)CC3)c(C)o2)cc1 ?
HCV inhibitor: inconclusive; Pf growth 48h: 12%; Tb PYK inh: -3%; CHX counter: 0; Pf growth 96h: 1.9µM*; LmPK inh: 2%; Shiga inhibitor: -8

Results for CC1(C)CN=C(Nc2ccc(F)c(Cl)c2)S1 ?
HCV inhibitor: -4%; Pf growth 48h: inconclusive; Tb PYK inh: -1%; CHX counter: 7; Pf growth 96h: inconclusive; LmPK inh: 6%; Shiga inhibitor: 13

What do the screens show for `O=C(NCc1ccc2c(c1)OCO2)C(=O)NCC1OCCCN1S(=O)(=O)c1cc(F)ccc1F` (configuration not stated)?
Pf growth 48h: -16%; Tb PYK inh: -1%; CHX counter: -2; Pf growth 96h: -30%; LmPK inh: -10%; Shiga inhibitor: -30

Results for CS(=O)CCC(NS(=O)(=O)c1ccccc1)C(=O)O (configuration not stated) ?
HCV inhibitor: -18%; Pf growth 48h: inconclusive; Tb PYK inh: 17%; CHX counter: -2; Pf growth 96h: 9.3µM*; LmPK inh: -11%; Shiga inhibitor: -6

What do the screens show for `Cn1c(CSCc2ccccc2)n[nH]c1=S`?
HCV inhibitor: 3%; Pf growth 48h: 14%; Tb PYK inh: inconclusive; CHX counter: -2; Pf growth 96h: 25%; LmPK inh: 4%; Shiga inhibitor: -7

How did CN(C)CCCC(C)(O)C(Cc1ccccc1)c1ccccc1 (configuration not stated) do in these assays?
HCV inhibitor: inconclusive; Pf growth 48h: inconclusive; Tb PYK inh: 7%; CHX counter: -3; Pf growth 96h: inconclusive; LmPK inh: -1%; Shiga inhibitor: -6
